Screening results deposited in PubChem by Fisher Drug Discovery Resource Center.
NPYLR7 agonist – agonists of mosquito NPYLR7 receptor, primary screen, cell-based, Aedes aegypti, calcium fluorescence, mosquito biting behavior; Aedes aegypti neuropeptide Y-like receptor 7 (NPYLR7); HEK293T NPYLR7/Galpha15, GCaMP6s calcium fluorescence; activation, % at 10 µM; hit rate 0.15% among 270,000; AID 1259423, 2018; in the data active = activation above about 40%;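 also: 0% = vehicle and 100% = reference agonist at the receptor; some compounds past the cut are filed as inactive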
mcGAS inh – cyclic GMP-AMP synthase inhibitors, mouse, primary biochemical chemiluminescence. hit rate 0.15% among 160,000. recombinant cGAS, Kinase-Glo ATP depletion luminescence. AID 1259399, 2018. inhibition, % at 12.5 µM. Q8C6L5;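 also: 0% = negative control wells and 100% = reference inhibitor with no enzyme activity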
hcGAS inh – Primary biochemical luminescence assay for human cyclic GMP-AMP synthase inhibitors | Q8N884 | recombinant h-cGAS, ATP depletion, Kinase-Glo luminescence | inhibition, % at 12.5 µM | hit rate 0.081% among 290,000 | AID 1259398, 2018;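 also: 0% = vehicle reaction and 100% = reaction without DNA for no activity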
Target sequence (Q8N884 whole entry, looked up): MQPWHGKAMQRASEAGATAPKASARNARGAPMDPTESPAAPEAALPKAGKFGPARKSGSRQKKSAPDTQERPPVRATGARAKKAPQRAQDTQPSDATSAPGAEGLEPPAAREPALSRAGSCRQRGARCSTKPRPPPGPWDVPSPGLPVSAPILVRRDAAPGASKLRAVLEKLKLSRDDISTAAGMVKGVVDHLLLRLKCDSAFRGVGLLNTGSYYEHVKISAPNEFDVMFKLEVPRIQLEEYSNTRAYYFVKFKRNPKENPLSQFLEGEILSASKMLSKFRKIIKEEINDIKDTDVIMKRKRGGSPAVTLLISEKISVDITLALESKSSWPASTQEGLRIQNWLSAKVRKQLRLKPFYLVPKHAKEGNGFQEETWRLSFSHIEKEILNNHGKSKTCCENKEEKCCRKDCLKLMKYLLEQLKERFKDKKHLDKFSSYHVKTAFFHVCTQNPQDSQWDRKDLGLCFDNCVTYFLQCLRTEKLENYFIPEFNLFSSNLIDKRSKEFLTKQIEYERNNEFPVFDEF
An asterisk follows results filed as active; . = not tested or not shown; & = joins results of further samples. Rule as the data show it, unless noted: active = inhibition above about 40%; inactive = the rest.

# | structure | NPYLR7 agonist | mcGAS inh | hcGAS inh
1 | CN1CCCCC1(C)C(=O)NCc1ccc(F)cc1Cl (centres undefined) | 5 | -7 | -14
2 | Nc1ccnc(N2CCC(CO)(CCOc3ccccc3)CC2)n1 | 2 | -13 | -3
3 | CS(=O)(=O)NCC1CN(c2ccccc2)C(=O)O1 (centres undefined) | 3 | . | 3
4 | O=C(O)c1cc(-c2ccccc2O)n[nH]1 | -3 | . | -4
5 | Cc1ccc(C2c3ccccc3CCN2C(=O)c2cccc(F)c2)cc1 (centres undefined) | 23 | -2 | -13
6 | COc1ccc(S(=O)(=O)N2CCCOC2CNC(=O)C(=O)NCc2ccccc2F)cc1OC (centres undefined) | -5 | . | 5
7 | FC(F)(F)c1cc(CNc2c3c(nc4ncnn24)CCCC3)cc(C(F)(F)F)c1 | 25 | -4 | 1
8 | COc1ccc(OC)c(CN(Cc2ccc(F)cc2)Cc2nc(C(=O)NCCN3CCOCC3)co2)c1 | -8 | 5 | 8
9 | Cn1cccc1C(CNC(=O)Cc1cccs1)N1CCc2ccccc2C1 (centres undefined) | -2 | -7 | -4
10 | CCN1CCN(C2CCN(CCC(=O)NC(C)C)C2)CC1 (centres undefined) | 4 | -16 | -17
11 | CC(C)n1c2c(=O)n(C)c(=O)n(C)c2n2c(-c3ccccc3Cl)nnc12 | 7 | . | -1
12 | Cn1nc(CN2CCOCC2)c2c1CCN(C(=O)C1(C)CC1)C2 | . | -4 | -6
13 | CN(CCc1noc(C(F)(F)F)n1)C(=O)C1CC(=O)OC12CCCC2 (centres undefined) | . | -6 | -11
14 | CCOC(=O)c1ccc(Oc2nc(NC)nc(NC(C)(C)C)n2)cc1 | 2 | -7 | -3
15 | O=C(CSc1nnc(-c2ccco2)o1)N1CCN(C(=O)c2cccs2)CC1 | -4 | . | 7
16 | Cc1cccc(CN2CCN(Cc3ccc(N(C)C)nc3)CC2)c1 | 4 | . | -2
17 | O=C(c1ccnc(Cl)c1)N1CCC(n2c(=O)oc3ccc(Cl)cc32)CC1 | -11 | 1 | 2
18 | COc1cccc(Cn2cccc2CN(C(=O)CN(CC(C)C)C(=O)c2cccc(OC)c2)C(C)(C)C)c1 | -6 | 2 | 5
19 | Cc1ccc(C(CC(=O)NCCc2ccccc2)c2cn(C)c3ccccc23)cc1 (centres undefined) | . | -2 | 1
20 | Cc1ccccc1OCC(=O)N1CCN(c2ncnc3c2nnn3-c2ccccc2)CC1 | -9 | -8 | -6
21 | CC1=Nc2c(c(C)nn2-c2ccccc2)C(C(F)(F)F)(C(F)(F)F)O1 | -5&9 | . | -3&0
22 | Cc1noc(C)c1S(=O)(=O)N1CCN(C)CC1 | . | 1 | 5
23 | COc1ccc2nc(SCc3ccc(C(=O)N4C5CCC4CC(Oc4ccccc4C(C)C)C5)cc3)[nH]c2c1 (centres undefined) | 9 | -7 | -12
24 | COc1ccc(Nc2ccc(S(=O)(=O)C(F)(F)F)cc2[N+](=O)[O-])c(OC)c1 | 9 | . | -3

Values by screen from the list:
Nos. 19–24 in NPYLR7 agonist read ., -9, -5&9, ., 9, 9
Nos. 19–24 in hcGAS inh read 1, -6, -3&0, 5, -12, -3

Following part.
# | structure | NPYLR7 agonist | mcGAS inh | hcGAS inh
25 | Nc1ccc(-c2nc3ccc(N)cc3o2)cc1 | 5 | -5 | 3
26 | CN(Cc1cc(C(C)(C)C)n[nH]1)Cc1ncc[nH]1 | . | -11 | -9
27 | CCCC(=O)Nc1ccc(C(=O)COc2ccc(Cl)cc2Cl)cc1 | 8 | . | -4
28 | Cc1ccc(-n2nnc(C(=O)OCc3ccccc3C)c2C)cc1F | 0 | -8 | -7
29 | COc1ccc(F)cc1CN1CCN(c2ncnc3sc4c(c23)CCCC4)CC1 | 14 | . | -6
30 | C=CCNc1ccccc1C(=O)N1CCCC2(CCN(C)C2)C1 (centres undefined) | 3 | . | -4
31 | Cn1ccn2ncc(C(=O)N3C[C@H]4CC=CC[C@H]4C3)c12 | 12 | . | -6
32 | CCCNC(=O)Cn1nc(C2CC2)c2cnn(-c3ccc(F)cc3)c2c1=O | 8 | . | -7
33 | CN1CCCN(c2nc(C(F)(F)F)nc3nc[nH]c23)CC1 | 6 | . | -6
34 | Nc1c(C(=O)Nc2ccccc2F)sc2nc3c(cc12)C(=O)CCC3 | 1 | . | -4
35 | Cc1nn(C)c(C)c1CN(c1nc2nonc2nc1NCc1cccs1)C1CC1 | 11 | -12 | -9
36 | OCCOc1cccc(CN2CCCC2c2nc(-c3ccccc3)no2)c1 (centres undefined) | 2 | 0 | -4
37 | COc1ccc(CC(=O)O)cc1S(=O)(=O)N(C)c1cccc(C)c1C | 11 | . | -9
38 | CN(Cc1ccc(F)cc1F)C(=O)CN(C)S(=O)(=O)c1ccc(C#N)cc1 | 9 | . | 0
39 | O=C(CSc1nccc2c(OCc3ccc(F)cc3)cccc12)N1CCOCC1 | 0 | . | -4
40 | Fc1ccc(F)c(C2c3cccn3CCCN2Cc2ccsc2)c1 (centres undefined) | 1 | -5 | -7
41 | Cc1sc2nc(-c3cccs3)nc(N3CCOCC3)c2c1C | 7 | . | -5
42 | COC(=O)c1ccc(N2C(=O)CC(N3CCOCC3)C2=O)cc1 (centres undefined) | -2 | -4 | -8
43 | O=C(NCc1cn2ccccc2n1)c1cccc(CC2CCNCC2)c1 | 2 | -10 | -2
44 | O=C(CSc1nnc(-c2cccs2)n1C1CC1)NN1C(=O)NC2(CCCCC2)C1=O | 4 | . | -5
45 | CCCCc1ccc(C(=O)N(CC(=O)N(Cc2ccccc2)Cc2ccco2)CC2CCCO2)cc1 (centres undefined) | . | -6 | -13
46 | CC1CC(C)CN(C(=O)C(C)N2CCN(S(=O)(=O)c3ccc(F)c(F)c3)CC2)C1 (centres undefined) | 1 | . | -9
47 | CCOC(=O)c1ccc(-c2cc(C)no2)[nH]1 | -7 | . | -6
48 | O=C(C(O)c1ccc(F)cc1)N1CC(c2ccncc2)C1 (centres undefined) | 5 | . | -6
49 | Cc1ccc(C(=O)Nc2nc3c(s2)CCC3C(=O)NCCn2nc(-c3ccco3)ccc2=O)cc1 (centres undefined) | 1 | . | -2
50 | Cc1ccccc1Oc1ncccc1C(N)=O | 5 | . | -8
51 | CC(=O)N(/C=C/C(=O)C(F)(F)F)c1ccnn1C1CCCCC1 | 11 | -5 | 3
52 | Cc1cc(C)c(CN2CC[C@H](CO)[C@H](O)C2)c(-n2cccn2)c1 | 7 | -18 | -4
53 | COc1ccccc1-n1c(SCc2nc(C(=O)N3CCc4ccccc4C3)cs2)nnc1-c1cccnc1 | . | -6 | -10
54 | COc1ccc(S(=O)(=O)N(CCN(C)C)Cc2csc(COc3cccc(C)c3)n2)cc1 | -11 | -9 | -5
55 | Cc1ccc(-c2cc(C(=O)Nc3ncccc3C)c3ccccc3n2)cc1 | 1 | -7 | -3
56 | Fc1ccc(CNc2nc(Cc3ccc(Cl)cc3)ns2)cc1 | 10 | -5 | -7

Shown screen by screen: 4 of the compounds above
51) CC(=O)N(/C=C/C(=O)C(F)(F)F)c1ccnn1C1CCCCC1
55) Cc1ccc(-c2cc(C(=O)Nc3ncccc3C)c3ccccc3n2)cc1
56) Fc1ccc(CNc2nc(Cc3ccc(Cl)cc3)ns2)cc1
49) Cc1ccc(C(=O)Nc2nc3c(s2)CCC3C(=O)NCCn2nc(-c3ccco3)ccc2=O)cc1 (centres undefined)

Screen / compound no. | 51 | 55 | 56 | 49
NPYLR7 agonist | 11 | 1 | 10 | 1
mcGAS inh | -5 | -7 | -5 | .
hcGAS inh | 3 | -3 | -7 | -2

Additional structures follow.
# | structure | NPYLR7 agonist | mcGAS inh | hcGAS inh
57 | CCOC(=O)C1CCN(C(=O)c2ccc(CSc3nc(C)cc(N4CCCC4)n3)cc2)CC1 | -10 | 2 | -2
58 | Cc1ccc(-c2nc3ccccc3o2)cc1NC(=O)c1cccc(Cl)c1 | 2 | -4 | -7
59 | C=CCNc1nc(C2(C)CC3(CC(COCC(C)C)OC3=O)C(=O)O2)cs1 (centres undefined) | 1 | . | 0
60 | Cc1ccc(CN2CCN(N=Cc3cc(Br)ccc3O)CC2)c(C)c1 | -11 | . | -1
61 | CCOC(=O)Cc1nn[nH]n1 | 10 | . | -4
62 | CCc1c(C(=O)NCC(C)C)c(CC(C)C)nn1-c1ccccc1 | 18 | -4 | -6
63 | CC(/C=C1\N=C(c2ccccc2F)OC1=O)=C\c1ccccc1 | -15 | 1 | 1
64 | COc1cccc(CNC(=O)c2ccc(C(C)N3CCCCC3)o2)c1OC (centres undefined) | -5 | . | -2
65 | CC(C)CN(Cc1cc(NC(=O)c2ccccc2Cl)ccc1N(C)C)C(=O)Cc1cccs1 | . | -5 | -8
66 | COc1cccc2sc(N(CC3CCCO3)C(=O)c3cc(C)nn3C)nc12 (centres undefined) | -7 | . | -1
67 | CCCn1c(=O)c(C(=O)NCC2CCCO2)nn(-c2ccc(OC)c(OC)c2)c1=O (centres undefined) | 6 | -8 | -3
68 | O=C(CCCC(=O)N1CCC2(CC1)NCCNC2=O)c1ccccc1 | 21 | -10 | -2
69 | COc1ccc(-n2c(SCC(C)=O)nc3sc(C)c(C)c3c2=O)cc1 | -4 | -5 | -9
70 | Cc1nc(-c2ccc(Cl)cc2)nc(N2CCN(C(=O)c3cccc(Br)c3)CC2)c1C | 14 | -6 | -4
71 | OCCC1CN(CC2=Cc3cc(Cl)ccc3OC2)CCN1Cc1ccsc1 (centres undefined) | 4 | . | -4
72 | CCc1nnc(NC(=O)CN2C(=O)C(=Cc3ccc(OC)c(OC)c3)SC2=S)s1 | -4 | -7 | -4
73 | CCN(C/C=C/c1ccccc1)C(=O)c1cc2cccnc2nc1C | 2 | -12 | -2
74 | CC(=O)N1CCC(C(=O)N2CCCC(CCc3ccccc3C)C2)CC1 (centres undefined) | 3 | . | -10
75 | Cc1ccc(C)c(CSc2nc3cc(S(=O)(=O)N4CCCC4)ccc3n2C(C)C)c1 | 14 | -5 | -3
76 | Cc1cc2nc3nc(N)sc3nc2cc1C | -2 | -7 | -6
77 | Cc1ccc2nc(SCC(=O)NCc3ccc(F)cc3)nc(=O)n2c1 | 2 | -7 | -4
78 | COc1cc(-c2csc(=NCc3ccccc3)n2N=C2CCCC2)cc(OC)c1OC | -10 | . | 0
79 | O=S(=O)(c1ccccc1)N1CCN(Cc2ccc3c(c2)OCO3)CC1 | -18 | 7 | 10
80 | CCc1nc2c(OCCOc3ccc(F)cc3)cccn2c1N(C)C(=O)CC(C)C | 4 | -3 | -3
81 | FC(F)(F)c1[nH]nc2ccncc12 | 2 | -18 | -11
82 | CN(Cc1ccc2nccnc2c1)C(=O)c1cc(COc2ccc(F)cc2F)on1 | 3 | . | 2
83 | CC1(Cc2ccc(OC(F)(F)F)cc2)C(=O)Nc2cc(-c3ccc(F)cc3F)ccc21 (centres undefined) | 1 | -4 | 1
84 | CCCCCCNC(=O)CCCCSc1nnc(Cc2ccccc2)n1-c1ccccc1 | 6 | -5 | -2
85 | COCCCN(CC(=O)N(CCc1ccc(OC)c(OC)c1)Cc1ccco1)C(=O)c1ccc(-c2ccccc2)cc1 | -1 | -4 | -4
86 | COc1ccc(CCC(=O)Nn2cnc3c(cnn3C(C)(C)C)c2=O)cc1 | 6 | . | -10
87 | CCNC(=O)N1CCc2nc(N(C)C3CCCCC3)nc(N3CCOCC3)c2C1 | . | -7 | -21
88 | CC1(c2ccccc2)CN(C(=O)c2ccn[nH]2)CCO1 (centres undefined) | -25 | . | -3
89 | O=C(Nc1ccccc1)c1cc2n(n1)CCCN(C(=O)c1csnn1)C2 | -5 | . | -1
90 | CCOC(=O)c1nc2ccccc2nc1N1CCCN(S(=O)(=O)c2ccccc2F)CC1 | 6 | 1 | 3
91 | Cc1ccccc1C(=O)Nc1c2c(nn1-c1ccccc1)CSC2 | 0 | -5 | 2
92 | COc1ccccc1N(C(C)=O)c1nc(CSC2=NCCS2)cs1 | 4 | . | -2
93 | O=c1onc(-c2ncccn2)n1Cc1ccc(Cl)s1 | 0 | -16 | -15
94 | CCc1nc(N)c(C#N)c(-c2ccco2)c1C | 1 | . | -8
95 | CCOc1ccc(CN(Cc2cccc(C(F)(F)F)c2)Cc2nc(C(=O)NCCc3ccccn3)co2)cc1 | 28 | -7 | -5
96 | CCOC(=O)Cn1c(Cl)c(/C=N\NC(=O)Cc2ccc(O)cc2)sc1=O | -8 | -1 | -2
97 | Cc1cccc(CC(=O)NC(C)CN2CCN(C)CC2)c1 (centres undefined) | 4&15 | . | -3&-5
98 | O=C(Nc1cccc(Cl)c1N1CCOCC1)c1cccc2cn[nH]c12 | 7 | -15 | -10
99 | COCCCNc1nc2nonc2nc1N1CCN2CCCC2C1 (centres undefined) | 10 | . | -10
100 | CCc1nc2n(n1)C(=O)C(C(c1cccc(C)c1)N1CCN(CC)CC1)S2 (centres undefined) | -4 | -5 | -1
101 | COCC(=O)NC1CCN(c2ccccc2C(=O)NCc2ccc(-c3ccccc3)cc2)CC1 | 1 | . | -5
102 | CCNS(=O)(=O)c1ccc(NCC(O)c2ccc(F)cc2)nc1 (centres undefined) | -12 | 14 | 14
103 | CCC(C)N(Cc1ccc(OC)c(OCc2nc(CO)cs2)c1)C(=O)c1ccc(F)cc1 (centres undefined) | . | -4 | -4
104 | Cn1c(C2CCC2)nc2cc(C(=O)NCc3nc4c(s3)CCCC4)cc(NC(=O)C3CCCO3)c21 (centres undefined) | 17 | -13 | -7
105 | CC(C)n1nccc1NC(=O)CSc1nnc(NC(C)(C)C)s1 | 6 | . | -9
106 | CSc1ncccc1C(=O)N1CCC(C(Cc2ccccc2)N(C)C(=O)c2ccsc2)CC1 (centres undefined) | 2 | -13 | -6
